# EBNA-1 inh: blocks EBNA-1 binding to DNA | EBNA-1 DNA binding, fluorescence polarization | inhibition, % at 14.8 µM | 300,000 tested, 0.34% active | AID 1950; in the data active means inhibition above about 28%
# LYPLA2 counter: blocks human lysophospholipase 2, a PME1 counter-screen | AID 2177 | O95372 | recombinant LYPLA2, FP-Rh probe fluorescence polarization | 320,000 tested, 0.38% active | inhibition, % at 5.9 µM;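 active means inhibition above the screen-wide mean plus 3 SD, limit set per campaign, cut at about 26% in these data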;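 further: 0% = LYPLA2 with DMSO and 100% = wells lacking LYPLA2 enzyme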
# Target sequence (O95372 whole entry, looked up): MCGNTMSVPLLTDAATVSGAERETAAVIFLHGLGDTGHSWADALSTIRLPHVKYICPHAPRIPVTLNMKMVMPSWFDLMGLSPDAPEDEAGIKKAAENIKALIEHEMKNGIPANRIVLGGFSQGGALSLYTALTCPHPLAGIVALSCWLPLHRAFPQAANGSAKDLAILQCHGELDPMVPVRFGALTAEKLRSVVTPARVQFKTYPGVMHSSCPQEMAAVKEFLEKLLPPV
# pPAFAH FP inh: pPAFAH (human) enzyme inhibition. Q13093. recombinant pPAFAH, FP-rhodamine probe fluorescence polarization. inhibition, % at 3.39 µM. 330,000 tested, 1.5% active. AID 463082;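 active means inhibition above the mean inhibition across the screen plus 3 SD, cut at about 25% in these data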;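 further: inhibitors block binding of the rhodamine activity-based probe so polarization drops; 0% = enzyme with DMSO and 100% = wells lacking pPAFAH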
# PREPL inh: human PREPL enzyme inhibition. 320,000 tested, 0.68% active. recombinant PREPL, fluorescence polarization activity-based probe. Q4J6C6. inhibition, % at 5.96 µM; in the data active means inhibition above about 43%;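 further: 0% = enzyme with DMSO and 100% = wells lacking enzyme; many of its hits are not listed in these tables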
# PAFAH1B3 FP inh: blocks human PAF acetylhydrolase 1B catalytic subunit 3 | Q15102 | inhibition, % at 3.39 µM | 340,000 tested, 0.28% active | recombinant PAFAH1B3, FP-rhodamine probe, fluorescence polarization;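 active means inhibition above the screen-wide average of all tested compounds plus 3 SD, cut at about 25% in these data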;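 further: 0% = enzyme with DMSO only and 100% = wells lacking PAFAH1B3 protein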
# Target sequence (Q15102 whole entry, looked up): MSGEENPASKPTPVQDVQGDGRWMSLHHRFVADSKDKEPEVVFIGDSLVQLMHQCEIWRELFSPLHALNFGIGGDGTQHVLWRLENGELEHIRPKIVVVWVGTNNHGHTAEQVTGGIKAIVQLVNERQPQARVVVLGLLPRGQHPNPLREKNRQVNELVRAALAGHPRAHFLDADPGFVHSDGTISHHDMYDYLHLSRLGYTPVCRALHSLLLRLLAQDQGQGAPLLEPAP
# PAFAH1B2 FP inh: blocks human PAF acetylhydrolase 1b catalytic subunit 2; recombinant PAFAH1B2, FP-rhodamine activity probe, fluorescence polarization; inhibition, % at 3.39 µM; AID 492953; P68402; 340,000 tested, 1.2% active;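 active means inhibition above the mean of all tested compounds plus 3 SD, cut at about 24% in these data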;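 further: 0% = enzyme with DMSO and 100% = wells lacking PAFAH1B2; many of its hits are not listed in these tables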
# Target sequence (P68402 whole entry, looked up): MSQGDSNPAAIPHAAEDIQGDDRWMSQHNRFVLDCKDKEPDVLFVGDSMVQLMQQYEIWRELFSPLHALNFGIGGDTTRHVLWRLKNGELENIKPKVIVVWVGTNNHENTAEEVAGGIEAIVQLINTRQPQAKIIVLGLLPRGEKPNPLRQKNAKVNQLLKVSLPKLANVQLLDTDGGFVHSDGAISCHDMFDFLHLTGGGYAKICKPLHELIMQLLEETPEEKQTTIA
# PAFAH2 inh: inhibitors of human PAFAH2 | Q99487 | recombinant PAFAH2, FP-rhodamine activity probe, fluorescence polarization | inhibition, % at 3.39 µM | 340,000 tested, 0.99% active;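 active means inhibition above the mean over all tested compounds plus 3 SD, cut at about 30% in these data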;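 further: inhibitors block probe labeling of enzyme so polarization drops; 0% = enzyme with DMSO and 100% = wells lacking PAFAH2 protein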
# ZTA counter: blocks Epstein-Barr virus ZTA, an EBNA-1 counter-screen | AID 2234 | 320,000 tested, 0.15% active | inhibition, % at 11 µM | P03206 | ZTA-DNA binding, fluorescence polarization; in the data active means inhibition above about 33%
# Target sequence (P03206 whole entry, looked up): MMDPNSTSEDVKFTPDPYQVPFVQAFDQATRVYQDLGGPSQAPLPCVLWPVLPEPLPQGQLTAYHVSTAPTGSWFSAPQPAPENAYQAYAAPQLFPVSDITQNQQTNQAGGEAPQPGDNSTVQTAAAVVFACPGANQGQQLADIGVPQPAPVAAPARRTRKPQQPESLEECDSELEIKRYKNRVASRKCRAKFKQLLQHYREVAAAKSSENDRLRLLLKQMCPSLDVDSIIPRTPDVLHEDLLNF
# LYPLA1 inh: blocks human lysophospholipase 1, a PME1 counter-screen; O75608; recombinant LYPLA1, FP-Rh probe fluorescence polarization; inhibition, % at 5.9 µM; 320,000 tested, 0.16% active; AID 2174;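 active means inhibition above the mean of all tested compounds plus 3 SD, set per campaign, cut at about 14% in these data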;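 further: inhibitors block serine hydrolase probe labeling of LYPLA1 so polarization falls; 0% = enzyme with DMSO and 100% = wells lacking LYPLA1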
# Numbers without * were called inactive; . = not tested or not shown.
# Preview:
canonical_smiles,EBNA-1 inh,LYPLA2 counter,pPAFAH FP inh,PREPL inh,PAFAH1B3 FP inh,PAFAH1B2 FP inh,PAFAH2 inh,ZTA counter,LYPLA1 inh
Cc1nn(C)cc1CNCc1c(C(=O)N2CCCCC2)nc2c(C)cccn12,2,3,4,6,2,-3,2,-11,2
COc1ccc(S(=O)(=O)Nc2cccnc2)cc1OC,0,-10,3,-3,6,-1,3,5,-2
Cc1ccc(N2C(=O)c3n[nH]c(C)c3C2c2ccco2)cc1 (stereo not given),-4,6,7,-3,14,10,5,10,2
Cc1ccc(CS(=O)Cc2ccc(C(=O)N3CCN(C4CCCCC4)CC3)o2)cc1 (stereo not given),-1,3,6,37,-1,4,0,-1,3
COc1cc(CO)cc(Br)c1OCC(=O)N1CCCCC1,2,-2,1,5,3,0,-5,-19,-1
CC(=O)Nc1ccc(C=C(C(C)=O)C(C)=O)cc1,2,-1,0,4,9,2,-5,-6,-3

# All compounds of this part, from the start:
canonical_smiles,EBNA-1 inh,LYPLA2 counter,pPAFAH FP inh,PREPL inh,PAFAH1B3 FP inh,PAFAH1B2 FP inh,PAFAH2 inh,ZTA counter,LYPLA1 inh
Cc1nn(C)cc1CNCc1c(C(=O)N2CCCCC2)nc2c(C)cccn12,2,3,4,6,2,-3,2,-11,2
COc1ccc(S(=O)(=O)Nc2cccnc2)cc1OC,0,-10,3,-3,6,-1,3,5,-2
Cc1ccc(N2C(=O)c3n[nH]c(C)c3C2c2ccco2)cc1 (stereo not given),-4,6,7,-3,14,10,5,10,2
Cc1ccc(CS(=O)Cc2ccc(C(=O)N3CCN(C4CCCCC4)CC3)o2)cc1 (stereo not given),-1,3,6,37,-1,4,0,-1,3
COc1cc(CO)cc(Br)c1OCC(=O)N1CCCCC1,2,-2,1,5,3,0,-5,-19,-1
CC(=O)Nc1ccc(C=C(C(C)=O)C(C)=O)cc1,2,-1,0,4,9,2,-5,-6,-3
Cc1ccccc1NC(=O)Cc1nc(COC(=O)CCOc2ccccc2)cs1,3,-6,8,0,2,-2,-2,-14,-5
Cc1noc(C)c1NC(=O)Nc1cccc2c1O[C@H](CN(C)S(C)(=O)=O)[C@@H](C)CN([C@H](C)CO)C2=O,.,.,6,0,-8,1,-7,.,.

# Following part:
canonical_smiles,EBNA-1 inh,LYPLA2 counter,pPAFAH FP inh,PREPL inh,PAFAH1B3 FP inh,PAFAH1B2 FP inh,PAFAH2 inh,ZTA counter,LYPLA1 inh
Cc1ccc(S(=O)(=O)Nc2ccc(F)c(S(=O)(=O)N3CCOCC3)c2)cc1,.,.,6,7,8,9,-2,.,.
O=C1COc2ccc(C(=O)COC(=O)c3cc(S(=O)(=O)NCc4ccccc4)ccc3O)cc2N1,31*,-3,-2,1,-3,7,6,6,0
O=C(COC(=O)c1cc(S(=O)(=O)N2CCCCC2)ccc1N1CCOCC1)NC1CCCCC1,1,-4,4,-7,5,7,2,9,3
O=C(NCCCNc1ccc(C(F)(F)F)cc1[N+](=O)[O-])c1cc(F)c(F)cc1Cl,-4,7,4,-17,-2,0,6,1,1
COc1ccc(C(NC=O)c2cc(OC)c(OC)cc2Br)cc1OC (stereo not given),-7,-1,0,14,12,1,0,-3,2
CCN(CC)S(=O)(=O)c1ccc(N2CCN(C)CC2)c(NC(=O)c2cc(=O)c3ccccc3o2)c1,4,0,-2,11,6,0,4,4,1
C/C(=N/NC(=O)Cc1cc(=O)[nH][nH]1)c1ccc([N+](=O)[O-])cc1,6,-3,6,5,7,2,1,19,0
COCCNC(=O)COCc1cc(-c2ccc3c(c2)OCO3)on1,4,3,-3,5,3,3,-5,2,-1

# The listing continues.
canonical_smiles,EBNA-1 inh,LYPLA2 counter,pPAFAH FP inh,PREPL inh,PAFAH1B3 FP inh,PAFAH1B2 FP inh,PAFAH2 inh,ZTA counter,LYPLA1 inh
CC1CN(CC(=O)NCc2ccc(Cl)cc2)CC(C)O1 (stereo not given),-4,-2,8,-5,5,3,1,-7,-2
COC(=O)CC1C(=O)NCCN1C(=O)NC1CCCCC1 (stereo not given),-13,7,3,0,-1,-1,2,-9,1
O=C(CSc1nnnn1-c1ccccc1)Nc1ccc(Cl)cc1,7,4,0,-6,7,5,-7,8,2
O=C(CSc1ccccc1F)NC(=O)c1ccc(Cl)cc1,.,.,3,1,6,7,0,.,.
Cc1ccc(CSc2nnc(C(F)(F)F)n2Cc2ccc(F)cc2)cc1,3,9,3,-11,7,20,-5,-7,1
CCOC(=O)C(=O)C1=C(N2CCOCC2)/C(=C\c2cccc([N+](=O)[O-])c2)CC1,0,7,3,9,-6,1,-7,-15,1
CCN(CC)CCCNC(=O)c1sc2nc(-c3ccc(F)cc3)cn2c1C,-10,-3,-8,-52,7,6,-4,-2,1
CCOCCOC(=O)c1ccc(-n2cnc(C)n2)nc1,-1,-6,-7,0,9,1,3,-5,-2

# The results go on.
canonical_smiles,EBNA-1 inh,LYPLA2 counter,pPAFAH FP inh,PREPL inh,PAFAH1B3 FP inh,PAFAH1B2 FP inh,PAFAH2 inh,ZTA counter,LYPLA1 inh
CCN(CC)C(=O)CSC1=N/C(=C/c2ccco2)C(=O)N1c1ccc(OC)c(Cl)c1,1,-2,18,14,11,1,5,-14,-6
COC(=O)[C@@]12CCCCN1[C@H](c1ccc(-c3ccc4c(c3)OCO4)cc1)[C@H]1C(=O)N(C)C(=O)[C@H]12,.,.,2,17,0,1,-6,.,.
CCCCC1S/C(=N/N=C/c2cccs2)NC1=O (stereo not given),-2,4,-2,11,4,8,-1,0,-5
CCc1cc2c(=O)n(Cc3ccccc3)c(SC3CCOC3=O)nc2s1 (stereo not given),2,6,12,4,1,2,7,-28,1
CC(C)C(NC(=O)CCNC(=O)c1ccc([N+](=O)[O-])cc1)c1nc2ccccc2[nH]1 (stereo not given),.,7,1,1,1,2,4,3,1
CN(CC(=O)Nc1ccc(F)cc1)C(=O)c1cccc(NS(=O)(=O)c2ccccc2)c1,.,1,29*,0,-1,0,-3,6,-2
O=C1C(C=NCc2ccccn2)=C(O)c2ccccc21,9,2,-2,5,-3,0,9,-16,-3
O=c1ccn(CCc2c[nH]c3ccccc23)c2c1CCCC2,7,2,4,0,8,-4,6,-1,1

# Later entries.
canonical_smiles,EBNA-1 inh,LYPLA2 counter,pPAFAH FP inh,PREPL inh,PAFAH1B3 FP inh,PAFAH1B2 FP inh,PAFAH2 inh,ZTA counter,LYPLA1 inh
Cc1[nH]n(-c2ccccc2)c(=O)c1-c1ccccc1,2,11,2,5,10,6,5,-15,0
O=C(NCCOc1ccccc1)c1ccc2c(c1)OCO2,4,1,-2,11,8,0,1,-17,0
CCN(CC)c1ccc(/C=N/N(c2ccccc2)c2ccccc2)c(O)c1,-1,-11,10,8,2,0,-2,-22,-2
C=CCOn1c(=O)c(C)[n+]([O-])c2ccccc21,-3,4,-2,9,7,3,-3,2,3
Cc1ccc(C)c(OCCNc2ccc([N+](=O)[O-])cn2)c1,-6,4,0,3,0,6,5,-3,-3
CC(=O)c1ccc(N2CCN(C(=O)c3cccc(Oc4ccccc4)c3)CC2)cc1,-14,67*,1,-32,5,2,5,7,48*
OCc1cc(Br)ccc1OCc1nc2ccccc2s1,-6,1,1,-10,13,2,-3,-22,-3
Cc1cc(C)cc(NC(=O)Cn2nnc(C(=O)NCc3ccc(F)cc3)c2N)c1,-13,-53,-14,0,-23,-16,-34,-7,-29

# The list continues.
canonical_smiles,EBNA-1 inh,LYPLA2 counter,pPAFAH FP inh,PREPL inh,PAFAH1B3 FP inh,PAFAH1B2 FP inh,PAFAH2 inh,ZTA counter,LYPLA1 inh
Cn1nnnc1SCC(=O)Nc1ccccc1N1CCOCC1,0,-2,-5,12,6,2,4,11,-4
Cc1ccc(S(=O)(=O)N2CCCOC2)cc1,-6,1,4,2,6,8,5,-14,2
CCC(C)n1c(S(=O)(=O)O)nc2ccccc21 (stereo not given),0,2,3,10,7,6,-9,-13,-1
CC(=O)Nc1nc(-c2ccc3c(c2)CC(C)N3C(=O)C2CC2)c(C)s1 (stereo not given),-2,-5,1,2,-2,0,1,-17,-1
Cc1csc(NC(=O)CSc2ncnc3ccccc23)n1,0,-2,2,-4,12,0,-1,8,-4
CCC(C)Oc1ccccc1C1CC(=O)NC2=C1C(=O)CCC2 (stereo not given),6,3,3,11,-1,-3,3,9,2
Cc1ccc(P(=O)(OCCN2CCOCC2)C(C)(C)C)o1 (stereo not given),2,-1,1,-1,0,3,-1,-21,-2
CCCCc1ccc(Nc2ncnc3nc[nH]c23)cc1,-1,-5,-3,10,0,6,9,8,-7

# One compound at a time, as listed above. Screens in order: EBNA-1 inh | LYPLA2 counter | pPAFAH FP inh | PREPL inh | PAFAH1B3 FP inh | PAFAH1B2 FP inh | PAFAH2 inh | ZTA counter | LYPLA1 inh
# Results for Cn1nnnc1SCC(=O)Nc1ccccc1N1CCOCC1 : 0 | -2 | -5 | 12 | 6 | 2 | 4 | 11 | -4
# Results for CCCCc1ccc(Nc2ncnc3nc[nH]c23)cc1 : -1 | -5 | -3 | 10 | 0 | 6 | 9 | 8 | -7
# Results for CCC(C)Oc1ccccc1C1CC(=O)NC2=C1C(=O)CCC2 (stereo not given) : 6 | 3 | 3 | 11 | -1 | -3 | 3 | 9 | 2

# Next part.
# Each structure is followed by: EBNA-1 inh	LYPLA2 counter	pPAFAH FP inh	PREPL inh	PAFAH1B3 FP inh	PAFAH1B2 FP inh	PAFAH2 inh	ZTA counter	LYPLA1 inh
O=C(C1=C(O)/C(=C/c2ccc(O)cc2)CCC1)C(F)(F)F
    -9	-14	3	12	10	7	-2	3	-2
Cc1cc(N2CCOCC2)ncc1[N+](=O)[O-]
    5	12	7	4	2	0	3	7	3
CC1CCN(C(=S)NC(=O)C2CCCCC2)CC1
    7	5	0	19	13	7	2	-2	3
CCCCS(=O)(=O)/C=C\C1C2C=CC(C2)C1S(=O)(=O)CCCC (stereo not given)
    13	0	4	-2	4	4	2	-3	-1
O=C(OCn1nnc2ccccc2c1=O)c1cc(-c2ccccc2Cl)nc2ccccc12
    1	-1	0	6	9	-1	-1	-3	-2
CN(CC(=O)Nc1cccc(F)c1)C(=O)/C=C/c1ccc2ccccc2n1
    0	-2	0	12	2	1	3	13	-1
CC1(C)CC(=O)C/C(=N\NC(=O)Cc2ccccc2)C1
    -2	3	-2	7	-4	-7	10	-6	2
CCOC(=O)c1cnc2c(C)c(-c3ccccc3)[nH]n2c1=O
    3	4	5	4	6	4	1	18	0
Nc1ccc(Oc2ccc(F)cc2)nc1
    2	2	8	15	2	1	-7	8	2
CCOC(=O)c1ccc(CNC(=O)CSc2nc(NC(=O)c3ccccc3)c3c(C)c(C)oc3n2)cc1
    40*	-8	9	2	4	3	-10	-6	-5
Cc1ccc2c(c1)C1OCCC1C1N2C(=O)C2C(C(=O)O)C3C=CC21O3 (stereo not given)
    13	-4	4	3	5	0	2	11	-5
CCNC(=S)Nc1ccc(Cl)cc1
    5	2	5	-2	3	-2	-5	16	3
COc1ccc(NC(=O)CSc2nccn2Cc2ccco2)cc1
    8	7	2	6	6	-4	-2	2	-2
CSc1nc(N2CCOCC2)nc2ccc(C)cc12
    -15	0	5	-1	2	2	-3	-36	2
NC(=O)c1c(NC(=O)CN2CCOCC2)sc2c1CCC2
    7	4	4	6	4	0	-3	0	-2
CCCCc1c(O)nc(N2CCN(Cc3ccccc3)CC2)[nH]c1=O
    11	1	2	3	4	11	2	20	-1

# Screening data (PubChem BioAssay)

# Not all compounds are listed, so the mix of outcomes need not match the whole.
